Screening results deposited in PubChem by National Center for Advancing Translational Sciences (NCATS).
aSyn yeast inh = qHTS of alpha-syn Inhibitors; Potency, µM (series often up to 46.1 µM), without a hit: at the top dose growth rescue (activation), most hits filed as activators; 370,000 compounds, 0.14% hits; Yeast expressing alpha-synuclein, growth rescue, BacTiter-Glo, 24 h; further: potency means the concentration at half of the fitted maximal effect; % of control where 0% means no effect; nearly all actives have a fitted effect of over 65% in size
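Galactose-induced alpha-syn yeast (OD600=0.02, raffinose-pregrown) + pinned cpd, 24 hr, 30 deg C; growth by BacTiter-Glo luminescence. Growth restoration scores as activation.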
D3 ag = qHTS of D3 Dopamine Receptor Agonist: qHTS; D(3) dopamine receptor (Homo sapiens), P35462; D3R DiscoveRx beta-arrestin cells, luminescence, 90 min; max activation, %; 410,000 compounds, 0.58% hits; AID 652048, 2013; in the data active means max activation above about 30%; further: 0% is about no effect; mostly tested at two doses, the higher about 12 µM
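Cells at 1500/well, incubated overnight, then treated with pinned compounds (dopamine as control) for 90 min at 37 degrees C. DiscoveRx reagent added for 30 - 60 minutes at room temperature; luminescence read.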
EPAC2 agonist = qHTS for Agonist of cAMP-regulated guanine nucleotide exchange factor 4 (EPAC2): primary screen. Rap guanine nucleotide exchange factor 4 (Homo sapiens), Q8WZA2. EPAC2 activation, biochemical qHTS; response scale: 100% = 6.5 mM cAMP response. Potency, µM (doses to about 154 µM), inactives show top-dose activation, actives largely listed as activators. 360,000 compounds, 0.079% hits; further: potency means the concentration at half of the fitted maximal effect; nearly all actives have a fitted effect of over 50% in size
Target sequence (Q8WZA2 whole entry, looked up): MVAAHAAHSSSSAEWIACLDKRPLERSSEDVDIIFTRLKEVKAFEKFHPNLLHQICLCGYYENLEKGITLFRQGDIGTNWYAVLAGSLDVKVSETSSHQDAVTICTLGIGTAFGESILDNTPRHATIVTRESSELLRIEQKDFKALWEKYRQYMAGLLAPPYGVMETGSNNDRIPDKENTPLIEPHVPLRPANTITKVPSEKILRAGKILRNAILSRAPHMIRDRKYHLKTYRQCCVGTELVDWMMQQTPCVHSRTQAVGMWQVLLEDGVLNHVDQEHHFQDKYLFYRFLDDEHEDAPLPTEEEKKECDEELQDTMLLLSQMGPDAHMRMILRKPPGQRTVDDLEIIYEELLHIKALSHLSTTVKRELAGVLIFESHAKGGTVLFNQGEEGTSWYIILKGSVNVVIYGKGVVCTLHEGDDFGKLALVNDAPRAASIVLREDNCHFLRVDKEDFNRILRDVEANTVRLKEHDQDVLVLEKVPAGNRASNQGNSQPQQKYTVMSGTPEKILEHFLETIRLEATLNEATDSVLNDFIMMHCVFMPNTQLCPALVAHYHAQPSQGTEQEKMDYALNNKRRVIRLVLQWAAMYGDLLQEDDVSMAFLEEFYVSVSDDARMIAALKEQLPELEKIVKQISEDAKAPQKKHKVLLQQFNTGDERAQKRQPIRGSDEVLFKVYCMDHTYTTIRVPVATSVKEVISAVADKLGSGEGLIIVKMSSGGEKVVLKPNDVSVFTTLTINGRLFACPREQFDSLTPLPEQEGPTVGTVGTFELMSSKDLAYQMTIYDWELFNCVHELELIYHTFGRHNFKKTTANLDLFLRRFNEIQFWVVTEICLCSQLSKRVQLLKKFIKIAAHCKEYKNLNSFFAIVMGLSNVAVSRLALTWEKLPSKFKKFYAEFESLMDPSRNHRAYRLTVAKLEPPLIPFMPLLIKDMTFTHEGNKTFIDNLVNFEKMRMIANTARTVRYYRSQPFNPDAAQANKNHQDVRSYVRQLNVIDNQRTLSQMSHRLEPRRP
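Each well held 100 nM EPAC2, 250 nM RAP1B-BODIPY-GDP and 50 uM GDP. Fluorescence, read at 5-min intervals to 30 min, was referenced to a 6.5 mM cAMP positive control.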
EPAC2 antag = qHTS for Antagonist of cAMP-regulated guanine nucleotide exchange factor 2 (EPAC2): primary screen; 360,000 compounds, 0.18% hits; EPAC2 GEF exchange of Rap1B-BODIPY-GDP, fluorescence; AID 720708, 2013; Rap guanine nucleotide exchange factor 4 (Homo sapiens), Q8WZA2; Potency, µM (series often up to 114 µM), for the others: at the top dose activity, negative = inhibition, most hits filed as inhibitors; further: potency means the concentration at half of the fitted maximal effect; on the % scale 0 is the no-effect control and ±100 the full control effect; nearly all actives have a fitted effect of over 45% in size; many of its hits are not listed in these tables
Abeta rescue = qHTS for compounds that reverse cellular toxicity of Amyloid beta (A-beta) peptide in yeast: Primary Screen; yeast expressing A-beta42, growth rescue, OD600, 48 h; response scale: 0% DMSO, 100% iron-clioquinol control; Potency, µM (highest dose often 46.1 µM), without a hit: top-dose growth rescue, actives largely listed as activators; 410,000 compounds, 0.063% hits; AID 1347071, 2019; further: potency means the concentration at half of the fitted maximal effect; nearly all actives have a fitted effect of over 55% in size
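Growth rescue measured by 600 nm absorbance after 48 h yeast culture at 30 C with compound. Values normalized between DMSO and an equimolar ferric chloride plus clioquinol control.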
FUS suppressor = qHTS for Suppressors of FUS Proteinopathy: Primary screen using FUS-linked yeast assay | S. cerevisiae FUS-expressing, growth rescue, OD600, 24 h | Potency, µM (highest dose often 76.6 µM), without a hit: top-dose growth rescue (activation), usual class: activators | 390,000 compounds, 0.24% hits | AID 1347120, 2019;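 further: potency means the concentration at half of the fitted maximal effect; plate controls were DMSO vehicle for no effect and reference control for full effect; nearly all actives have a fitted effect of over 55% in size; some results filed as inactive show a strong effect at the top dose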
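Read-out: OD at 600 nm after 24hr at 30C, reporting rescue of FUS-induced yeast toxicity. Cells at OD 0.005 in galactose (2%) minimal medium; compounds tested in a dilution series; CP55940 titration from 92uM final as control.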
TDP-43 yeast inh = qHTS of TDP-43 Inhibitors | 410,000 compounds, 1.8% hits | TDP-43 expressing yeast growth rescue, BacTiter-Glo, 24 h | Potency, µM (doses to about 46.1 µM), for the others: at the top dose growth rescue (activation), hits mostly activators; further: potency means the concentration at half of the fitted maximal effect; % of control where 0% means no effect; nearly all actives have a fitted effect of over 50% in size
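Readout is BacTiter-Glo luminescence of cell growth, so inhibitors register as activators. TDP-43-expressing yeast at OD600=0.02 in galactose medium, after raffinose pregrowth to mid-log, were incubated with compound for 24 hr at 30 deg C.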
D3 antag = qHTS of D3 Dopamine Receptor Antagonist: qHTS. D(3) dopamine receptor (Homo sapiens), P35462. D3R cells, DiscoveRx beta-arrestin luminescence, antagonist mode; stronger effect = lower value. max response, negative = inhibition, %. 360,000 compounds, 2.5% hits. AID 652054, 2013; in the data active means max response below about -50%; inconclusive means no clear call, values can overlap the other calls; further: on the % scale 0 is the no-effect control and ±100 the full control effect; mostly tested at two doses, the higher about 12 µM
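Cells expressing the human receptor were seeded at 1500 cells/well, incubated overnight at 37 degrees C in 5% CO2, then exposed to library compounds with dopamine controls for 90 minutes at 37 degrees C before luminescent detection.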
* marks the source's active call; other numbers are inactive results; ? = inconclusive; nt = not tested or not shown; & = joins results of further samples; ! = not active in a repeat; [ ] = dose if it differs, or a comment. Unless noted, the call rests on the fitted dose curve; in most records, active means well fitted curve in the direction sought with a large enough effect; inconclusive means small, poorly fitted or top-dose-only effect, or another doubt; inactive means no such curve, though single readings can be large; an effect the other way counts as inactive or inconclusive.

Values in the order: aSyn yeast inh	D3 ag	EPAC2 agonist	EPAC2 antag	Abeta rescue	FUS suppressor	TDP-43 yeast inh	D3 antag
> NS(=O)(=O)c1ccc(NNC(=O)c2ccccc2C(=O)O)cc1
  6%	0	1%	-2%	7%	20%	9%	14
> COC(=O)c1cc(Cl)c(NC(=O)c2ccc(F)cc2)cc1OC
  -6%	0	-10%	1%	11%	-19%	20%	-6
> Cc1ccccc1-n1c(C)nnc1SCc1nc2ccccc2s1
  -14%	9	6%	3%	-6%	11%	0%	14
> CCOC(=O)c1sc2ccccc2c1OC(=O)c1ccccc1OC
  -1%	1	21%	-4%[57.1 µM]	-2%	-14%	-5%	21
> CN(C)S(=O)(=O)c1ccc(N/C=C(\[N+](=O)[O-])S(=O)(=O)c2ccccc2)cc1
  -1%	0	5%	5%	-7%	-7%	?	2
> COc1cccc(CN2C(=O)[C@H]3Cc4c([nH]c5ccccc45)C(C)(C)N3C2=O)c1
  nt	nt	10%	-34%	20%	?	nt	nt
> Cc1ccc(C)c(NS(=O)(=O)c2ccc3c(c2)NC(=O)CO3)c1
  0%	4	2%	-13%	7%	-10%	4%	0
> COc1cc(OC)c(C2CC(=O)Nc3ccc4ccccc4c32)cc1OC (stereo not given)
  nt	-10	nt	nt	-12%	26%	-16%	nt
> Cn1c(=O)c2ccccc2n(CC(=O)NC2CCCCC2)c1=O
  -2%	-8	12%	1%	-8%	14%	-12%	-4
> CN(C)CCn1cnc2c1c(=O)[nH]c(=O)n2Cc1ccccc1
  6%	8	5%	4%	-15%	-4%	-21%	4
> COc1ccc(/C=C2/CCOC2=O)cc1
  0%	0	3%	4%	2%	nt	26%	4
> COc1ccc(C2=CC(c3ccccc3F)n3ncc(C(=O)Nc4ccc(C)cc4)c3N2)cc1 (stereo not given)
  nt	-9	nt	nt	2%	-11%	7%	nt
> COc1ccc(NC(=O)Cn2c(CCC(=O)O)ccc2-c2ccccc2)cc1Cl
  nt	1	nt	nt	-4%	29%	22%	nt
> CCOc1ccc(NC(=O)[C@@H](NC(=O)c2ccco2)C(C)C)cc1
  0%	0	0%	-5%	-12%	-17%	22%	9
> COc1ccc2cc3cc(C(=O)Nc4ccccc4C)oc3nc2c1
  nt	-7	nt	nt	-16%	-18%	-4%	nt
> Cc1cc(C)cc(N2C(=O)c3nccnc3C2=O)c1
  -3%	0	-4%	3%	8%	nt	-20%	0
> COc1ccc(-n2c(CC3C(=O)Nc4ccc(C)cc43)nc3ccccc3c2=O)cc1 (stereo not given)
  nt	5	nt	nt	5%	17%	22%	nt
> COc1ccc(-c2noc(-c3nnn(-c4ccc(C(C)C)cc4)c3C)n2)cc1OC
  nt	36*	nt	nt	-10%	-14%	16%	nt
> CCOC(=O)CCCCCC(=O)Nc1ccc2c(c1)C(=O)N([C@H](C)CO)C[C@H](C)[C@@H](CN(C)C(=O)Nc1ccccc1)OCCCC[C@@H](C)O2
  3%	-3	10%	-8%	-1%	?	11%	-17
> CCOc1cc(OCC)cc(C(=O)O)c1
  -7%	0	-2%	14%	-3%	6%	1%	?
> CN(C)S(=O)(=O)Oc1cccc(C(=O)Nc2cccc(Cl)c2)c1
  21%	3	15%	-2%	-15%	-1%	-11%	?
> Cc1cccc(C)c1NC(=O)Cc1cccs1
  6%	4	1%	9%	4%	-16%	23%	2
> CC(NC(=O)c1cccc(S(=O)(=O)N2CCCCCC2)c1)c1ccccc1 (stereo not given)
  -9%	-10	16%	-3%	-8%	?	-4%	-15
> COc1ccc(NC(=O)CN2C(=O)NC(C)(c3ccc(C)cc3)C2=O)cn1 (stereo not given)
  -7%	10	7%	7%	8%	nt	9%	-8
> CCCC(=O)N(c1ccc2oc(C)c(C(C)=O)c2c1)S(=O)(=O)c1ccc(C)cc1
  -8%	1	nt	nt	-10%	7%	18%	nt
> COc1ccccc1NC(=O)CN1CCSc2ccccc21
  -1%	7	10%	-12%	-10%	3%	5%	-15
> Cc1ccc(-n2c(=O)c3sccc3n(CC(=O)NCC3CCCO3)c2=O)cc1F (stereo not given)
  -7%	1	3%	4%	0%	11%	-12%	6
> COC(=O)C(C)Oc1ccc(-c2nccc(-c3cccs3)n2)cc1 (stereo not given)
  -10%	-1	22%	-5%	2%[9.22 µM]	1%	-9%	-12
> Cc1ccc(NC(=O)CSc2nc3ccccc3nc2Cc2ccccc2F)cc1F
  nt	-2	nt	nt	-1%	-7%	?	nt
> Cc1c(CC(=O)NCc2ccccc2)c(=O)oc2c(C)c(O)ccc12
  nt	0	nt	nt	-1%	-13%	16%	nt
> O=C(C[n+]1ccc(/C=N/O)cc1)NCc1ccccc1
  -4%	-8	7%	6%	-2%	8%	-14%	-21
> O=C(COc1ccc2ccccc2c1)NCCNC(=O)COc1ccc2ccccc2c1
  -1%	6	-1%	-2%	15%	11%	10%	-13
> C=CCNC(=O)COc1ccc(N(C)S(=O)(=O)c2ccc(NC(C)=O)cc2)cc1
  0%	-11	6%	7%	8%	24%	-6%	-6
> N#CCc1c(C#N)c(N)nc(N2CCCC2)c1C#N
  1%	12	8%	7%	-5%	1%	11%	-7
> CC(C)(C)C(=O)Nc1cccc(-c2nc3ccccc3[nH]2)c1
  1%	1	4%	10%	4%	2%	2%	21
> CC(=O)CC1N(S(=O)(=O)c2ccc(C)cc2)c2ccccc2N1S(=O)(=O)c1ccc(C)cc1
  1%	-5	2%	-13%	-14%	-12%	8%	-19
> O=C(COC(=O)c1ccc(Cl)nc1)NCCc1ccc(Cl)cc1
  4%	-7	8%	-7%	18%	2%	?	15
> CCOC(=O)c1sc2nc(C)nc(NCc3ccccc3OC)c2c1C
  10%	33*	5%	-1%	2%	-15%	3%	69
> COc1ccc2c(c1)c1c(c(=O)n(Cc3ccccc3)c(=O)n1Cc1ccc(C)cc1)n2C
  nt	6	nt	nt	-3%	10%	18%	nt
> C[N+]1(C2CCC3CCCC2C3O)CCCC1 (stereo not given)
  -2%	-2	-4%	11%	-25%	7%	-26%	2
> N#CCCCc1cc2ccccc2cn1
  0%	1	9%	2%	-4%	-13%	9%	0
> CC(C)C[C@H]1CN([C@@H](Cc2ccc(O)cc2)CN2CCC[C@@H]2CN2C(=O)C(=O)NC[C@@H]2Cc2ccccc2)C(=O)C(=O)N1CC1CCCCC1
  -4%	7	-4%	-24%	6%	14%	-12%	-14
> CCN(CC(=O)Nc1ccc(NC(C)=O)cc1)C(=O)c1ccc(NC2CC2)c([N+](=O)[O-])c1
  -2%	-6	1%	22%	-2%	nt	-14%	-7
> CCOc1ccccc1NC(=O)CN1C(=O)COc2ccc(Cl)cc21
  24%	-10	2%	10%	-4%	-10%	-1%	-19
> O=C(CNC(=O)c1cccc(F)c1)N/N=C/c1cc(Br)ccc1OCc1ccccc1
  2%	-12	24%	1%	6%	15%	-24%	?
> O=C(NCCSc1c[nH]c2ccccc12)c1ccccc1Cl
  nt	-7	nt	nt	10%	-11%	35µM*	nt
> CC(=O)c1cc(CN2C(=O)c3ccccc3C2=O)cs1
  21%	1	2%	6%	2%	-3%	14µM*	32
> CC(C)C(=O)NNC(=O)c1csc(-c2cccs2)n1
  0%	3	8%	3%	2%	10%	-7%	-13
> O=C(Nc1ccc2oc(-c3ccncc3)nc2c1)c1cccs1
  5%	2	14%	-1%	13%	20%	-4%	26
> CC(N)c1csc(Nc2ccc(C(=O)c3ccccc3)cc2)n1 (stereo not given)
  1%	2	8%	1%	2%	-7%	15%	8
> CC(C)(C)c1ccc(NC(=O)COC(=O)c2ccc(CN3CCCC3=O)cc2)cc1
  -1%	-5	-8%	-5%	-1%	?	5%	1
> CC(C)CCN1CCN(C2CCN(c3ccccc3)CC2)CC1CCO (stereo not given)
  -4%	-1	-3%	2%	-8%	-9%	6%	-5
> Cc1cccc(N=C2NC(=O)CS2)c1
  5%	1	6%	3%	-6%	8%	7%	?
> O=C1CCc2cc(S(=O)(=O)Nc3ccc(C(F)(F)F)cc3)cc3c2N1CC3
  4%	-4	-3%	2%	-5%	7%	-7%	-17
> c1ccc(CCC2=NCCn3cccc32)cc1
  -10%&-2%	-2&-25	0%&8%	-16%&-5%	-6%&15%	15%&40%	-17%&-8%	-55*!
> CC(C)Nc1nc(SC(C)C(=O)Nc2ccccc2)nc(N(C)C)n1 (stereo not given)
  7%	-13	-1%	-10%	17%	17%	25%	-16
> CCc1nc2ccc(C(=O)NCc3ccccc3OC)cn2c1N(C)Cc1ccc(N(C)C)cc1
  -5%	-9	17%	-10%	0%	-8%	5%	?
> Cc1ccc(C)c(S(=O)(=O)NCCCN2CCOCC2)c1
  0%	14	2%	6%	-1%	4%	-16%[1.82 µM]	4
> Cc1cccc(NC(=S)NCc2ccc3c(c2)OCO3)c1
  -1%	2	-1%	-1%	25%	10%	18µM*	11
> Cc1ccc(C(=O)CCNc2ccc(F)c(Cl)c2)o1
  -9%	1	-4%	20%	17%	-8%	10µM*	10

Further structures:
Values in the order: aSyn yeast inh	D3 ag	EPAC2 agonist	EPAC2 antag	Abeta rescue	FUS suppressor	TDP-43 yeast inh	D3 antag
> CCOC(=O)c1csc(-c2csc(CCNC(=O)c3ccccc3)n2)n1
  ?	1	10%	8%	-1%	13%	8%	5
> CCc1cc(=O)oc2c(C)c(OC(C)C(=O)N3CCC[C@@H]3C(=O)O)ccc12 (stereo not given in full)
  6%	-10	8%	11%	-2%	-6%	11%	21
> Cc1ccc(Cn2nnnc2CN2CCC(O)(c3cccnc3)CC2)cc1
  2%	1	10%	3%	27%	-28%	16%	-3
> COc1ccccc1-c1nnc(NC(=O)OCC(C)C)s1
  -8%	0	2%	-2%	11%[9.22 µM]	-42%	22%	0
> CCC(=O)N1CCc2cc(Br)cc(S(=O)(=O)N3CCCC(C(=O)Nc4cc(C)ccc4OC)C3)c21 (stereo not given)
  nt	-14	nt	nt	-6%	1%	-8%	nt

An excerpt; rates above refer to the full screens.
